# APOBEC3G inh: APOBEC3G DNA deaminase inhibitors, primary screen, biochemical, fluorescence, single-stranded DNA substrate, uHTS. AID 493012, 2011. actives 0.28% (n = 330,000). recombinant A3G, ssDNA deamination FAM/TAMRA fluorescence. inhibition, % at 20 µM;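 active means inhibition of at least 40% at 20 µM, with no more than 30% in the related APOBEC3A deaminase screen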;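 further: plate controls were DMSO wells with A3G for no effect and wells lacking A3G enzyme for full effect; some compounds called inactive have numbers as strong as hits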
# MPTP block: mitochondrial permeability transition pore inhibitors, primary screen, biochemical, isolated mouse mitochondria, absorbance; inhibition, % at 10 µM; Ca2+ swelling absorbance, 30 min; actives 1.4% (n = 360,000);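 active means inhibition of 50% or more, scaled per plate between neutral and stimulator controls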;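 further: 0% = DMSO wells given calcium and 100% = 1 mM EGTA wells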
# hIAP activ: human IAP activators, primary screen, biochemical, luminescence, uHTS | activation factor at 10 µM | actives 0.16% (n = 330,000) | purified human IAP, CDP-Star luminescence, 30 min; active compounds read high; 1 = vehicle-only enzyme, 0 = enzyme-free background | AID 2524, 2010;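 active means activation factor of the enzyme at least 2-fold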; further: the source names both 10 and 20 µM as test concentration; values of inactives mirror those of a sister screen read the other way
# Target sequence (P09923 whole entry, looked up): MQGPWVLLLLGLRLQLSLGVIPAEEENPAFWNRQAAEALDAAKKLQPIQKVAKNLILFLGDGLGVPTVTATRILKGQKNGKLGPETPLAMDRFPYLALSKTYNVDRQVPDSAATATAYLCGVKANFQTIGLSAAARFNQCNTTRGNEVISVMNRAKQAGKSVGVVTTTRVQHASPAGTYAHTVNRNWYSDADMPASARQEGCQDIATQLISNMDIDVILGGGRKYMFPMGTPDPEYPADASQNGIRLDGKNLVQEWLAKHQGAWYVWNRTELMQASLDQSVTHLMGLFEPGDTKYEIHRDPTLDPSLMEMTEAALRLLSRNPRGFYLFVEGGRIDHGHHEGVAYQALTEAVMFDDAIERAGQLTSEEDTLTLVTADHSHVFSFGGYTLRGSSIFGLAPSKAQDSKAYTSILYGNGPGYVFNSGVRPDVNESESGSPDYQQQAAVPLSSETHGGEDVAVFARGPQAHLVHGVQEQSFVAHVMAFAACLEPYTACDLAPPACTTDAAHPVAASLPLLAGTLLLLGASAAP
# APOBEC3A inh: APOBEC3A ssDNA deaminase inhibitors, primary screen, selectivity assay for APOBEC3G inhibitor project, biochemical, FAM/TAMRA oligo cleavage fluorescence. DNA dC->dU-editing enzyme APOBEC-3A (Homo sapiens), P31941. recombinant A3A, FAM/TAMRA ssDNA deamination fluorescence. inhibition, % at 20 µM. actives 0.41% (n = 330,000);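 active means at least 40% inhibition at 20 µM here, with at most 30% in a related deaminase screen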;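 further: plate controls were A3A with DMSO for no effect and wells lacking A3A enzyme for full effect; some results filed as inactive read as strong as hits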
# Target sequence (P31941 whole entry, looked up): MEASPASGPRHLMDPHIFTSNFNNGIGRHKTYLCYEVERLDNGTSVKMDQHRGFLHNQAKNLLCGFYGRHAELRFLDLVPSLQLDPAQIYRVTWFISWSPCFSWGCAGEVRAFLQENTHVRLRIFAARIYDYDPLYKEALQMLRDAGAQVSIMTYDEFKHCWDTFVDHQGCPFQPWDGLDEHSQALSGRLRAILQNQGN
# mIAP act: activators of mouse IAP, primary screen, biochemical, luminescence, uHTS; intestinal alkaline phosphatase [Mus musculus]; muIAP, CDP-Star luminescence, 30 min; active compounds read high; 1 = vehicle-only enzyme signal, 0 = enzyme-free wells; activation factor at 10 µM; actives 0.24% (n = 330,000); AID 2805, 2010;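 active means activation factor of at least 2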; further: the source names both 10 and 20 µM as test concentration; values of inactives mirror those of a sister screen read the other way
#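 also added = chemiluminescent substrate CDP-Star | test system = mouse IAP enzyme | signal = chemiluminescence readout | compound = DMSO-dissolved test compounds | incubation = 30 min at room temperature | benchmarks = DMSO wells, no-enzyme wells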
# hIAP block: human IAP inhibitors, primary screen, biochemical, luminescence, uHTS. Intestinal-type alkaline phosphatase (Homo sapiens), P09923. purified IAP, CDP-Star luminescence, 30 min. inhibition, % at 10 µM. actives 0.12% (n = 330,000);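 active means inhibition reaching a set limit with compound at 10 µM in the primary screen, cut at about 35% in these data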;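 further: plate controls were DMSO wells with enzyme for no effect and no-enzyme buffer wells for full effect; values of inactives mirror those of a sister screen read the other way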
# beta cell repl: inducers of MIN6 beta-cell proliferation, primary screen, ATP luminescence, uHTS. MIN6 cells proliferation, ATPlite luminescence, 48 h; cells starved in 0.2% serum; 100% = growth in 10% serum. proliferation, % at 10 µM. actives 0.29% (n = 330,000). AID 2380, 2010;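 active means compounds whose signal lies at least 3.5 SD above the mean of all wells on their plate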;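 further: 0% = DMSO-treated cells in low-serum medium and 100% = 10% serum control; some compounds called inactive have numbers as strong as hits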
# mIAP block: inhibitors of mouse IAP, primary screen, biochemical, luminescence, uHTS; purified mouse IAP, CDP-Star luminescence, 30 min; actives 0.2% (n = 330,000); intestinal alkaline phosphatase [Mus musculus]; AID 2806, 2010; inhibition, % at 10 µM;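 active means inhibition of at least 40% at 10 µM in the primary screen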;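 further: plate controls were DMSO with enzyme for no effect and no enzyme wells for full effect; values of inactives mirror those of a sister screen read the other way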
# NR3A LBD binder: binders of NR3A ligand-binding domain, primary screen, biophysical, differential scanning fluorimetry, uHTS; Glutamate receptor ionotropic, NMDA 3A (GRIN3A) ligand-binding domain; NR3A LBD differential scanning fluorimetry, Tm shift; 0% = protein alone, 100% = glycine-bound protein; Tm shift relative to glycine control, % at 25 µM; actives 2.5% (n = 340,000);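 active means melting temperature shift of at least 10% of the positive control shift, at one fixed dose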
# An asterisk follows results filed as active; nt = not tested or not shown.
# Short keys: A = APOBEC3G inh; B = MPTP block; C = hIAP activ; D = APOBEC3A inh; E = mIAP act; F = hIAP block; G = beta cell repl; H = mIAP block; I = NR3A LBD binder
> COc1ccccc1NC(=O)NCC1CC1(Cl)Cl (stereo not given)
  A = -5.8 | B = 1.6 | C = 1.06 | D = -4.0 | E = 1.03 | F = -6.5 | G = 0.0 | H = -2.8 | I = -0.9

> Cc1ccc(C(=O)CSC2=C(C#N)C(c3ccco3)C3=C(CC(C)(C)CC3=O)N2)cc1 (stereo not given)
  A = -3.9 | B = 1.4 | C = 0.908 | D = -2.7 | E = 0.762 | F = 9.2 | G = -3.4 | H = 23.8 | I = -8.2

> O=C(NC1CCCCC1)C(c1ccncc1)N(C(=O)c1csnn1)c1cccc(F)c1 (stereo not given)
  A = -2.1 | B = -0.9 | C = 1 | D = 0.8 | E = 1.06 | F = -0.1 | G = -2.1 | H = -5.9 | I = -0.5

> CN(C)CCNc1c2c(nc3ccccc13)CCC2
  A = -3.0 | B = -0.8 | C = 1.16 | D = -0.6 | E = 1.03 | F = -16.3 | G = -0.9 | H = -3.5 | I = -0.5

> O=C(COCC(=O)N/N=C/c1ccc(F)cc1)N/N=C/c1ccc(F)cc1
  A = -0.3 | B = 1.6 | C = 0.871 | D = 2.7 | E = 0.928 | F = 12.9 | G = 0.0 | H = 7.2 | I = -8.1

> O=C(O)c1ccccc1-c1cc2ccccc2[nH]1
  A = -6.8 | B = 0.9 | C = 1.13 | D = -1.7 | E = 1.03 | F = -12.9 | G = -0.2 | H = -2.8 | I = 2.0

> O=C(Nc1ccc2c(c1)CCC2)c1cccc(S(=O)(=O)N2CCN(c3ccccc3)CC2)c1
  A = 4.9 | B = 2.5 | C = 0.705 | D = 22.6 | E = 0.924 | F = 29.5 | G = -4.5 | H = 7.6 | I = -2.6

> CCOc1cc(N2CCOCC2)c(OCC)cc1NC(=O)COc1ccc2ccc(=O)oc2c1
  A = -2.9 | B = nt | C = 1.01 | D = 3.9 | E = 0.989 | F = -1.5 | G = 0.0 | H = 1.1 | I = nt

> CCN(CC)c1ccc(S(=O)(=O)N2CCOCC2)cc1NC(=O)CSc1nncn1C
  A = -1.5 | B = -0.5 | C = 1.11 | D = 1.2 | E = 1.09 | F = -11.5 | G = 0.0 | H = -9.0 | I = 1.2

> CCC(C)NS(=O)(=O)c1ccc(NC(C)=O)cc1 (stereo not given)
  A = -8.5 | B = -0.3 | C = 0.827 | D = -4.6 | E = 0.974 | F = 17.3 | G = -1.6 | H = 2.6 | I = 0.2

> O=C1C2C(C(=O)N1/N=C/c1ccc(N3CCCCC3)o1)C1C=CC2C12CC2 (stereo not given)
  A = 6.7 | B = 0.3 | C = 1.01 | D = 2.1 | E = 1.07 | F = -1.4 | G = -0.5 | H = -7.3 | I = 2.7

> CCCCC(=O)C1CCN(Cc2ccccc2)CC1
  A = -2.8 | B = -3.7 | C = 1.23 | D = 0.1 | E = 1.05 | F = -22.7 | G = -3.1 | H = -4.8 | I = 1.4

> CCCCNC(=S)N/N=C/c1ccc(OCC(=O)Nc2c(C)cc(C)cc2C)c(OC)c1
  A = -0.4 | B = 1.8 | C = 1.12 | D = -5.1 | E = 1 | F = -11.7 | G = -2.7 | H = -0.2 | I = -27.2

> Cc1cccc(NC(=O)COc2nsnc2N2CCOCC2)c1
  A = -1.9 | B = -0.7 | C = 0.971 | D = 0.8 | E = 1.09 | F = 2.9 | G = -2.0 | H = -8.7 | I = 4.9

> c1csc(CNCc2ccncc2)c1
  A = 0.3 | B = -1.9 | C = 1.05 | D = 3.2 | E = 0.937 | F = -5.4 | G = -0.9 | H = 6.3 | I = -4.9

# Some of the entries above in another layout.
CCC(C)NS(=O)(=O)c1ccc(NC(C)=O)cc1 (stereo not given)
  APOBEC3G inh: -8.5 | MPTP block: -0.3 | hIAP activ: 0.827 | APOBEC3A inh: -4.6 | mIAP act: 0.974 | hIAP block: 17.3 | beta cell repl: -1.6 | mIAP block: 2.6 | NR3A LBD binder: 0.2
O=C1C2C(C(=O)N1/N=C/c1ccc(N3CCCCC3)o1)C1C=CC2C12CC2 (stereo not given)
  APOBEC3G inh: 6.7 | MPTP block: 0.3 | hIAP activ: 1.01 | APOBEC3A inh: 2.1 | mIAP act: 1.07 | hIAP block: -1.4 | beta cell repl: -0.5 | mIAP block: -7.3 | NR3A LBD binder: 2.7
CCCCC(=O)C1CCN(Cc2ccccc2)CC1
  APOBEC3G inh: -2.8 | MPTP block: -3.7 | hIAP activ: 1.23 | APOBEC3A inh: 0.1 | mIAP act: 1.05 | hIAP block: -22.7 | beta cell repl: -3.1 | mIAP block: -4.8 | NR3A LBD binder: 1.4
CCCCNC(=S)N/N=C/c1ccc(OCC(=O)Nc2c(C)cc(C)cc2C)c(OC)c1
  APOBEC3G inh: -0.4 | MPTP block: 1.8 | hIAP activ: 1.12 | APOBEC3A inh: -5.1 | mIAP act: 1 | hIAP block: -11.7 | beta cell repl: -2.7 | mIAP block: -0.2 | NR3A LBD binder: -27.2

# (more compounds)
# Values in the order – APOBEC3G inh, MPTP block, hIAP activ, APOBEC3A inh, mIAP act, hIAP block, beta cell repl, mIAP block, NR3A LBD binder
> CCOC(=O)C1=C(C)N(CCCCCC(=O)O)C(=O)NC1c1ccccc1Cl (stereo not given)
→ -9.3, -1.1, 1.14, -1.9, 1.19, -14.0, 1.5, -19.0, -4.0
> COc1cccc(CSc2nccn2C)c1
→ -3.1, 1.8, 0.979, -5.6, 1.02, 2.1, 1.7, -1.8, 1.9
> Cc1ccc(N(CC(O)CON=C2c3ccccc3-c3ccccc32)S(C)(=O)=O)cc1 (stereo not given)
→ -8.2, 3.1, 0.778, -3.1, 0.842, 22.2, -4.7, 15.8, -3.9
> O=c1[nH]c(N2CCc3ccccc32)nc2c1CCCC2
→ -7.5, -5.2, 1.2, -4.5, 0.987, -19.5, -1.4, 1.3, -1.7
> Cc1nc(C)c(C(=O)C2=C(O)C(=O)N(CCN3CCOCC3)C2c2ccco2)s1 (stereo not given)
→ -7.5, -0.4, 0.911, -4.9, 0.936, 8.9, -2.4, 6.4, 1.1
> O=C(Nc1nc(-c2ccccn2)cs1)c1ccc(Br)s1
→ 0.6, 53.9*, 1.21, 5.4, 0.886, -21.1, -6.2, 11.4, 26.1*
> CCCN(CCC)CCCNC(=O)c1cn(CC)c2ccc(S(=O)(=O)N(C)C3CCCCC3)cc2c1=O
→ -6.3, -2.4, 1.2, -3.6, 0.882, -20.3, -4.7, 11.8, 4.5
> Cc1ccc(C2=CC(=O)CC(C)(C)C2)cc1
→ -7.6, -0.4, 1.08, -4.6, 1.12, -7.9, 2.5, -12.1, 2.1
> CC(=O)C1CCCN(C(=O)c2ccc3nc(Cc4cccc(Cl)c4)oc3c2)C1 (stereo not given)
→ 2.2, -0.8, 0.9, 0.4, 1.06, 10.0, 0.6, -6.3, 9.6
> CC(C)NC(=O)CN(C(=O)CCC(=O)Nc1ccccn1)c1ccc(F)c(Cl)c1
→ -1.5, -1.6, 0.948, 0.0, 0.998, 5.2, -1.0, 0.2, -4.1
> O=C(CSc1nc2[nH]c(=O)cc(O)c2s1)NCCc1ccccc1
→ -10.1, -0.2, 1.07, -1.8, 0.896, -7.5, 5.9, 10.4, -4.7
> CCOC(=O)C1CCN(C(=O)CCn2c(=O)[nH]c3ccsc3c2=O)CC1
→ -9.2, -1.4, 1.27, -4.0, 1.06, -26.8, -1.9, -5.6, 0.1
> S=c1[nH]nc(Nc2ccccc2)s1
→ 42.7*, -4.8, 0.906, -1.7, 0.981, 9.4, 0.1, 1.9, -3.3

# Screening results as filed in PubChem BioAssay.
